aSyn yeast inh – qHTS of alpha-syn Inhibitors | Yeast expressing alpha-synuclein, growth rescue, BacTiter-Glo, 24 h | Potency, µM (series often up to 46.1 µM), for inactives: at the highest dose growth rescue (activation), usual class: activators | 370,000 tested, 0.14% active; note: potency is the fitted concentration of half-maximal effect; % of control where 0% means no effect; nearly all actives have a fitted effect of over 65% in size
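Screening used galactose-induced yeast with toxic alpha-synuclein levels, exposed to compound for 24 hr at 30 deg C. Cell growth, read with BacTiter-Glo luminescence, gave the measured signal.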
GLP1R ag – qHTS of GLP-1 Receptor Agonists. AID 624172, 2012. 380,000 tested, 0.007% active. HEK293 GLP-1R CRE-luciferase, luminescence, 4-6 h; cells express a hypersensitive GLP-1R form. Potency, µM (doses to about 45.6 µM), inactives show top-dose activation, usual class: activators; note: potency is the fitted concentration of half-maximal effect; % of control where 0% means no effect
Target sequence (P43220 whole entry, looked up): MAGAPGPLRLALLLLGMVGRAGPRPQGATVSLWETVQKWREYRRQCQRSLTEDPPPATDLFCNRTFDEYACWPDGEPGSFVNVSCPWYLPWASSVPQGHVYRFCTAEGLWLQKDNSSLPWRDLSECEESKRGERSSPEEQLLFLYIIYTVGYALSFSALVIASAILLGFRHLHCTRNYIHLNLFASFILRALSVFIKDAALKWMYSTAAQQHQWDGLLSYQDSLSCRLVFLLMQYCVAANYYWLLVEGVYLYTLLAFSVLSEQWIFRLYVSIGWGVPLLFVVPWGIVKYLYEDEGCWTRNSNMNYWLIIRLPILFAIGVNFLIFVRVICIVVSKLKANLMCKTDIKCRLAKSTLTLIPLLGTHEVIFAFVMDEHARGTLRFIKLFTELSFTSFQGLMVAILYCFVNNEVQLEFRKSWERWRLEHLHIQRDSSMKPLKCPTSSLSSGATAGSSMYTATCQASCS
KB-V1 cytotox – qHTS assay for MDR1-selective chemotherapeutics: Primary screen using the drug-selected MDR subline cells KB-V1; 400,000 tested, 3.4% active; AID 1347076, 2019; KB-V1 MDR cells viability, CellTiter-Glo, 72 h; Potency, µM (doses to about 46.1 µM), for the others: at the highest dose activity change, negative = cytotoxicity, most hits filed as cytotoxic; note: potency is the fitted concentration of half-maximal effect; % is set by controls: 0 for no effect and ±100 for the full control effect; nearly all actives have a fitted effect of over 60% in size
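Following 72 h at 37 degrees C with compound, KB-V1 cell viability was read by CellTiter-Glo luminescence, medium being phenol-red-free DMEM plus 10% FBS; concentration-response parameters came from normalized, curve-fitted qHTS data.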
GLP1R cytotox – qHTS of GLP-1 Receptor Inverse Agonists: Cytotox Screen; HEK293 cAMP-luciferase reporter cells, luminescence, 24 h; Potency, µM (highest dose often 38.3 µM), for inactives: top-dose activity change, negative = inhibition, usual class: inhibitors; 410,000 tested, 0.13% active; AID 624418, 2012;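 note: loss of luciferase light is scored as toxicity; potency is the fitted concentration of half-maximal effect; % is set by controls: 0 for no effect and ±100 for the full control effect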
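A 23 nL compound transfer followed 12 hours of cell culture at 37 deg C; exposure then lasted 24 hr. Luciferase assay detection reagent was dispensed and plates read for luminescence after a 12 min room-temperature wait.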
GLP1R inv ag – qHTS of GLP-1 Receptor Inverse Agonists (Inhibition Mode). Glucagon-like peptide 1 receptor (Homo sapiens), P43220. HEK293 GLP-1R CRE-luciferase, luminescence, 24 h; GLP-1R form is constitutively active. Potency, µM (top dose mostly 38.3 µM), for the others: top-dose activity change, negative = inhibition, usual class: inhibitors. 410,000 tested, 1.6% active. AID 624417, 2012; note: potency is the fitted concentration of half-maximal effect; % is set by controls: 0 for no effect and ±100 for the full control effect; nearly all actives have a fitted effect of over 55% in size
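Inverse agonists were sought by their lowering of basal cAMP reporter luciferase output in HEK293 cells stably carrying constitutively active human GLP-1R, after 24 h compound treatment.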
PTHR1 ag – qHTS for PTHR1 Agonists: Primary Screen | Parathyroid hormone/parathyroid hormone-related peptide receptor (Homo sapiens), Q03431 | HEK293 GP2 PTHR1 cells, GloSensor cAMP luminescence, 1 h | Potency, µM (top dose mostly 115 µM), inactives show top-dose activation, hits mostly activators | 410,000 tested, 0.075% active | AID 743266, 2014; note: potency is the fitted concentration of half-maximal effect; nearly all actives have a fitted effect of over 55% in size; some results filed as inactive show a strong effect at the top dose; inactives centre near -15; many of its hits are not listed in these tables
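HEK-293-derived GP2 cells expressing PTHR1 and a GloSensor cAMP reporter, 3,000/well, plated overnight, given luciferin plus IBMX (each 0.5 mM as added) for 1 h at 37 °C, then compound for 1 h at 37 °C. Luminescence was read after 15 min at room temperature.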
DRD3 antagonist – qHTS of D3 Dopamine Receptor Antagonist: qHTS. D(3) dopamine receptor (Homo sapiens), P35462. D3R cells, DiscoveRx beta-arrestin luminescence, antagonist mode; hits give low values. max response, negative = inhibition, %. 360,000 tested, 2.5% active. AID 652054, 2013; in the data active = max response below about -50%; inconclusive = no clear call, values can overlap the other calls; note: % is set by controls: 0 for no effect and ±100 for the full control effect; mostly tested at two doses, the higher about 12 µM
Target sequence (P35462 whole entry, looked up): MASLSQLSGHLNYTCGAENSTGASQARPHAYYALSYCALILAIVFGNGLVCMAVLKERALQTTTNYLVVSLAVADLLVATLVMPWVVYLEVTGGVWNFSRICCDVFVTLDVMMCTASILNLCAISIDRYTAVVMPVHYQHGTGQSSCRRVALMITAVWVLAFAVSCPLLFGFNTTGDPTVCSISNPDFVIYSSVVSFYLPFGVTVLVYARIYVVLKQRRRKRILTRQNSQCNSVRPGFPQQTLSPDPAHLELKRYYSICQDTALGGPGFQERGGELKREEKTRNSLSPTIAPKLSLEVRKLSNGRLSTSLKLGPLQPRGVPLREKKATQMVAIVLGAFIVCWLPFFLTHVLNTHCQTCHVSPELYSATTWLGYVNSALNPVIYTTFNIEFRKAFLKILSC
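Cells expressing the human receptor were seeded at 1500 cells/well, incubated overnight at 37 degrees C in 5% CO2, then exposed to library compounds with dopamine controls for 90 minutes at 37 degrees C before luminescent detection.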
D3 ag – qHTS of D3 Dopamine Receptor Agonist: qHTS; 410,000 tested, 0.58% active; D3R DiscoveRx beta-arrestin cells, luminescence, 90 min; D(3) dopamine receptor (Homo sapiens), P35462; max activation, %; in the data active = max activation above about 30%; note: 0% is about no effect; mostly tested at two doses, the higher about 12 µM
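Agonist mode: compounds and dopamine controls were applied to plated cells for 90 min at 37 degrees C after an overnight attachment at 1500 cells/well. Luminescent read-out followed 30 - 60 minutes at room temperature with DiscoveRx detection reagent.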
TDP-43 yeast inh – qHTS of TDP-43 Inhibitors | TDP-43 expressing yeast growth rescue, BacTiter-Glo, 24 h | Potency, µM (highest dose often 46.1 µM), without a hit: top-dose growth rescue (activation), actives largely listed as activators | 410,000 tested, 1.8% active; note: potency is the fitted concentration of half-maximal effect; % of control where 0% means no effect; nearly all actives have a fitted effect of over 50% in size
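Yeast expressing TDP-43 (pregrown in raffinose, seeded at OD600=0.02 in galactose medium) exposed to compounds 24 hr at 30 deg C. Growth read by BacTiter-Glo luminescence; rescue of toxicity appears as increased signal.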
Active calls of the source: *; i = inactive; ? = inconclusive; . = not tested or not shown; [ ] = dose if it differs, or a comment. Unless noted, calls come from the whole dose curve; as a rule, active = well fitted curve in the direction sought with a large enough effect; inconclusive = small, poorly fitted or top-dose-only effect, or another doubt; inactive = no such curve, though single readings can be large; an effect the other way counts as inactive or inconclusive. The list is partial (hit frequency here may not be typical).

SMILES | aSyn yeast inh | GLP1R ag | KB-V1 cytotox | GLP1R cytotox | GLP1R inv ag | PTHR1 ag | DRD3 antagonist | D3 ag | TDP-43 yeast inh
O=C(CNC(=O)OCc1ccccc1)NCC(=O)NC(Cc1c[nH]c2ccccc12)C(=O)O (stereo unspecified) | -5% | -3% | 2% | 0% | 4% | -3% | -29 | -1 | 15%
COc1ccc(N2C(=O)C(CC(=O)Nc3ccccc3)N(Cc3ccc(OC)c(OC)c3)C2=O)cc1 (stereo unspecified) | 3% | 5% | -12% | 12% | 11% | i | -19 | -3 | 9%
Cc1nc2c(=O)[nH]c3ccccc3c2o1 | 0% | 4% | 12% | 1%[7.66 µM] | 12%[7.66 µM] | i | 11 | 1 | 18%[9.22 µM]
N#CCCN(C(=O)COC(=O)C1CCN(S(=O)(=O)c2ccc3c(c2)OCCO3)CC1)c1ccccc1 | 0% | -7% | 3% | 6% | -18% | i | -8 | 5 | 8%
CCc1ccc(CN2CCN(S(=O)(=O)Cc3ccccc3)CC2)cc1 | -2% | 17% | 10µM* | 8% | 4% | 13%[57.5 µM] | -10 | -13 | -4%
CCOCCCN1CC(=O)N2[C@@H](Cc3c([nH]c4ccccc34)C2(C)C)C1=O | 2% | 0% | -5% | 8% | -24% | i | -20 | -1 | 11%
c1ccc(OCCCCN2CCOCC2)cc1 | 0% | 9% | 28% | 6% | 10% | i | ? | -49 | -9%
Cc1nc(C)c(C(=O)OCC(=O)NCc2ccccc2Cl)s1 | 1% | 14% | -11% | 13% | 8% | -42%[inhibitor] | -2 | -13 | -12%
Cc1ccc2occ(CN3CCN(c4ccccc4)CC3)c(=O)c2c1 | -3% | -11% | 23µM* | 7% | 0% | 19%[57.5 µM] | ? | -58 | -15%
COc1ccc(-c2noc(CC(=O)Nc3ccc(F)cc3F)n2)cc1 | . | . | 18% | 2% | -10% | i | . | -3 | 9%
CC12CCC(=O)N1C(C(=O)N1CCN(c3ccccc3)CC1)CS2 (stereo unspecified) | 1% | -3% | 11% | 3% | 7% | i | 1 | 6 | -2%
COc1ccc(-n2c(Cc3cccn3C)nnc2SCC(=O)N2CCCC2)cc1 | 0% | -2% | -28% | 1% | 9% | 2% | 0 | -7 | -2%
Cc1ccnc(NC(=S)NC(=O)c2cncc(Br)c2)c1 | 9% | 2% | 5% | ? | ? | -9% | -14 | -14 | 21%
CCOC(=O)C1=C(COC(=O)c2cccc(NC(C)=O)c2)NC(=O)NC1C (stereo unspecified) | 1% | 20% | 0% | 4% | 14% | -15% | -19 | 2 | 11%
CCc1ncc(CO)n1Cc1cccc2ccccc12 | -2% | -3% | 3% | 4% | -39% | i | 0 | -7 | -3%
CC(C)(C)n1nc2c(c1NC(=O)c1ccc(C(F)(F)F)cc1)CS(=O)(=O)C2 | 1% | -6% | -14% | -1% | -21% | -5% | -5 | -1 | 20%
CC(C1CC1)N(Cc1ccccc1)C(=O)NC(=O)c1cccc(F)c1 (stereo unspecified) | 2% | -3% | 8% | -2% | -14% | i | 3 | 13 | -3%
CC1Cc2ccccc2N1C(=O)CSc1nc2ccccc2o1 (stereo unspecified) | 1% | 2% | 15µM* | -14% | ? | i | 1 | 9 | 13µM*
COc1ccc(CCNC(=O)NC23CC4CC(CC(C4)C2)C3)cc1OC | -2% | 1% | -10% | -9% | ? | i | -17 | 0 | -4%
C#CCOCCOCCOCCNc1nc(N2CCN(C(=O)CCCCCCCCCCNC(=O)[C@H](CCCCN)n3cc(CCCC(=O)O)nn3)CC2)nc(N2CCN(C(=O)CCCCCCCCCCNC(=O)[C@@H]([C@H](C)O)n3cc(C)nn3)CC2)n1 | -10% | 7% | -3% | 9% | 32%[activator] | 14% | 9 | -5 | 12%
CCOC(=O)c1c(C)[nH]c(C)c1C(=O)CSc1nc2ccccc2c(=O)n1-c1ccccc1C | 1% | 1% | ? | -1% | ? | -5% | 8 | -3 | -10%
CCCNS(=O)(=O)c1cccc(C(=O)OCc2cc(=O)oc3cc(OC)ccc23)c1 | 9% | 28% | -20% | ? | 9% | -24% | 23 | -2 | 11%
COc1cc(NC(=O)Cc2c(C(=O)O)c(C)cn2C)cc(OC)c1 | . | . | ? | 14% | 9% | -20% | . | -4 | 7%
Cc1ccccc1Cn1ccc(NC(=O)c2cc3ncc(Br)cn3n2)n1 | -13% | -1% | -6% | 7% | -9% | i | 35 | 6 | 14%
C/C(=N\NC(=O)c1ccc(Cn2cc(Br)cn2)o1)c1ccc(NC(=O)c2ccoc2C)cc1 | -6% | -12% | ? | ? | ? | -19% | 12 | 3 | 14%

Arranged by molecular weight (lowest first): part of the list above.
SMILES | aSyn yeast inh | GLP1R ag | KB-V1 cytotox | GLP1R cytotox | GLP1R inv ag | PTHR1 ag | DRD3 antagonist | D3 ag | TDP-43 yeast inh
COc1cc(NC(=O)Cc2c(C(=O)O)c(C)cn2C)cc(OC)c1 | . | . | ? | 14% | 9% | -20% | . | -4 | 7%
Cc1nc(C)c(C(=O)OCC(=O)NCc2ccccc2Cl)s1 | 1% | 14% | -11% | 13% | 8% | -42%[inhibitor] | -2 | -13 | -12%
O=C(CNC(=O)OCc1ccccc1)NCC(=O)NC(Cc1c[nH]c2ccccc12)C(=O)O (stereo unspecified) | -5% | -3% | 2% | 0% | 4% | -3% | -29 | -1 | 15%

Carrying on.
SMILES | aSyn yeast inh | GLP1R ag | KB-V1 cytotox | GLP1R cytotox | GLP1R inv ag | PTHR1 ag | DRD3 antagonist | D3 ag | TDP-43 yeast inh
Cc1ccccc1OCCn1c(C)nc2ccccc21 | 11% | 16% | -4% | 2% | ? | -12% | -2 | 4 | -3%
CCNC(=O)CCSc1nnc(-c2ccncc2)o1 | 5% | 5% | 1% | -6% | 2% | i | -14 | -6 | -8%
COc1ccc(/C=C/C(=O)c2cc(F)ccc2OC(=O)c2ccccc2C)cc1OC | 12% | 5% | 0% | ? | ? | -19% | 6 | 2 | 11%
CCCc1ccc(S(=O)(=O)N2CCC(Oc3ccc(-n4cnnn4)cc3)CC2)cc1 | . | . | ? | 1% | 0% | -69%[inhibitor] | . | -6 | -1%
CN(Cc1ccc(Cl)cc1Cl)C(=O)c1cc(=O)c2ccccc2o1 | ? | 23% | -30% | 10% | ? | -24% | -17 | 0 | ?
O=C(Cc1cccc2ccccc12)NCCc1ccccc1 | 20% | -5% | 13% | 4% | ? | i | -14 | -1 | ?
O=C(Nc1ccc(-c2nc3ccccc3o2)cc1)c1ccc(N2CCOCC2)c([N+](=O)[O-])c1 | -19% | -12% | 0% | 1% | 2% | -78%[inhibitor][57.5 µM] | 17 | 9 | -26%
CCOc1ccc(C(=O)Nc2ccccc2OCc2cc(=O)n3ccccc3n2)cc1 | . | . | . | -1% | -8% | i | . | -12 | 24%
Cc1cccnc1NC(=O)CNC(=O)C12CC3CC(CC(C3)C1)C2 | -3% | -4% | 11% | 1% | -4% | i | 4 | -11 | 8%
CCN1C(=O)NC(c2cc(Br)ccc2OC)C(C(=O)OC)=C1C (stereo unspecified) | 1% | -1% | -1% | -8% | ? | -18% | 6 | 5 | 0%
COc1ccc(Cn2c(=O)oc3ccccc32)cc1F | -1% | -1% | 1% | 8% | 1% | -17% | 4 | 12 | 19%
Cc1ccc(Cl)cc1NC(=O)CCCn1c(=O)c2cccn2c2cccnc21 | . | . | . | -8% | 0% | -7% | . | -6 | 14%
Cc1ccc(CN2CCN(/N=C/c3ccc(C)s3)CC2)c(C)c1 | -1% | -7% | 16µM* | -23% | ? | -19% | -14 | -2 | 32%
Cc1cccc2cc(CN(CC3CCCO3)C(=O)c3cccs3)c(=O)[nH]c12 (stereo unspecified) | -1% | 3% | -14% | 2% | 10% | -2% | -11 | 5 | 3%
COc1cc(CN2C[C@@H](CO)O[C@@H](n3cnc4c(NCCCO)ncnc43)C2)cc(OC)c1OC | 5% | 2% | 2% | 3% | 15% | -6% | 4 | -6 | 11%
COc1cc([N+](=O)[O-])ccc1NC(=O)CCCOc1ccc(C)cc1 | 10% | 7% | 4% | -4% | ? | -8%[57.5 µM] | 3 | 1 | 20%
COc1ccc(-c2nc(CS(=O)(=O)CC(=O)NCCCc3ccccc3)c(C)o2)cc1 | -2% | 16% | 17% | 0% | -9% | -22% | 0 | 6 | 8%
Cc1cc(C)cc(NC(=O)Cc2csc(C)n2)c1 | . | . | . | 1% | 13% | 6% | . | -1 | ?
COc1ccc(/C=N/NC(=O)Cn2c(Cc3ccc(OC)c(OC)c3)nc3ccccc32)cc1OC | 5% | 10% | 0% | -6% | 60%[activator] | i | 16 | -1 | 9%
CSc1ccc(CNCC2CCCO2)cc1 (stereo unspecified) | -8% | 1% | 14% | -6% | 2% | 11% | -9 | -19 | -1%[1.82 µM]
COc1cccc(CNC(=O)c2cc(=O)[nH]c3ccc(S(=O)(=O)N4CCOCC4)cc23)c1 | 0% | 1% | 5% | -9% | 15% | i | 3 | 0 | 12%
O=C(CSc1nnc(-c2ccccc2F)o1)Nc1ccccc1Cl | . | . | -2% | 13% | -21% | 20% | . | -14 | -1%
C[C@@H]1CNC(=O)c2c(C(=O)N[C@H](C)c3ccccc3)ncn21 | -1% | 0% | ? | -9% | 15% | -20% | 18 | -4 | 0%
CC(CCc1ccc(O)cc1)NCc1ccc(Cl)cc1Cl (stereo unspecified) | -8% | -1% | -16% | ? | ? | ? | 7 | 91* | 3%

Source: PubChem (National Center for Advancing Translational Sciences (NCATS))
